Source: PubChem (several laboratories)
ABCB6 inh 2: inhibitors of human ABC transporter ABCB6; AID 602162; actives 0.19% (n = 360,000); fluorescence ratio to DMSO, % at 10 µM; Q9NP58; K562-ABCB6 porphyrin accumulation, flow cytometry, 1 h; active compounds read low;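 active = fluorescence ratio to DMSO below 75%, the collection mean minus 3 SD; inconclusive = too few cells collected in the well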;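 note: signal is porphyrin accumulated inside mitochondria; 100% equals median channel fluorescence of DMSO control wells; lower ratio means ABCB6 inhibition with less porphyrin fluorescence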
TLR9-MyD88 inh: blocks human TLR9 binding to MyD88; Q9NR96+Q99836; actives 0.21% (n = 340,000); CHO BLA complementation TLR9-MyD88, CCF4 FRET ratio; inhibition, % at 4.98 µM;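 active = inhibition above the mean over all tested compounds plus 3 SD, cut at about 21% in these data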;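 note: 0% = DMSO only wells and 100% = clavulanate BLA inhibitor control wells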
MC4R barr agon: agonists of human melanocortin 4 receptor (MC4R) beta-arrestin; P32245; U2OS MC4R beta-arrestin complementation, luminescence; percent of melanotan II response, DMSO zero; activation, % at 8.9 µM; actives 0.98% (n = 360,000);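 active = activation above a per-plate cutoff, the mean activation of sample wells on that plate plus 3 SD, cut at about 8% in these data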
Target sequence (P32245 whole entry, looked up): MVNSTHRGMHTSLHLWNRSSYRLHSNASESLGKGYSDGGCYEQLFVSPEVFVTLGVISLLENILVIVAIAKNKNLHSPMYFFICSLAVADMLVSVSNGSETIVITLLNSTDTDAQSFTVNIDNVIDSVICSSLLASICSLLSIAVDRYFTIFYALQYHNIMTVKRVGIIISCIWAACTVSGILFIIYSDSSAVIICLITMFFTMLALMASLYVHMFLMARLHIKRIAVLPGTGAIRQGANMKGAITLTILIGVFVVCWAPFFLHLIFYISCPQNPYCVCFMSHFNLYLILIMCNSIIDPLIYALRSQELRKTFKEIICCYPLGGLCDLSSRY
m5-HT2A agonist: agonists of mouse serotonin 5-HT2A receptor (HTR2A); CHO-K1 mHTR2A beta-arrestin complementation, luminescence; percent of 30 µM serotonin response; P35363; actives 0.66% (n = 360,000); activation, % at 7.6 µM; AID 624169;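 active = activation above a run cutoff, the mean activation of all tested compounds plus 3 SD, cut at about 14% in these data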;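 note: 0% = plate median of compound wells and 100% = 30 µM serotonin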
NOD2 RIPK2 PPI: NOD2-RIPK2 protein interaction inhibition; CHO BLA complementation NOD2-RIPK2, CCF4 ratio; AID 624267; inhibition, % at 4.98 µM; actives 0.38% (n = 360,000); in the data active = inhibition above about 21%;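 note: 0% = vehicle only and 100% = reference blocker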
Target sequence (O43353 whole entry, looked up): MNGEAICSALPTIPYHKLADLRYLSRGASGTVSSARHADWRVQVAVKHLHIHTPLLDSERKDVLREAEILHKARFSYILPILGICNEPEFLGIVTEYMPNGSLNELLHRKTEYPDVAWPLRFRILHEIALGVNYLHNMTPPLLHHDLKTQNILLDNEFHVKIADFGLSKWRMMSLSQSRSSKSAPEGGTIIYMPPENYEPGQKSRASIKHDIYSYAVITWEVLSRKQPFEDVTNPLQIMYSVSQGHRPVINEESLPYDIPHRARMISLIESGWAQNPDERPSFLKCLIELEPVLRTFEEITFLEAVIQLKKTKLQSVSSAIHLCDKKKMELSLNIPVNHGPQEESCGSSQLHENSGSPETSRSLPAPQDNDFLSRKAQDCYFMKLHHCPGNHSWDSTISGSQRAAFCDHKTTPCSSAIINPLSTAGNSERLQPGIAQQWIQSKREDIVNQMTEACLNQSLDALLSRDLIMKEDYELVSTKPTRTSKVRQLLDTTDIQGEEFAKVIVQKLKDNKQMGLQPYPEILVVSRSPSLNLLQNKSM
N-glyco inh: blocks N-linked glycosylation in D54 reporter cells; AID 588692; D54 ERlucT glycosylation luciferase reporter, 24 h; percent of 100 nM tunicamycin response; actives 0.23% (n = 360,000); reporter increase, % at 12.5 µM;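 active = mean luciferase reporter signal, scaled so untreated is 0 and the glycosylation-blocking control 100, at or above a set limit in every replicate; inconclusive = mean reaches the limit but not every replicate does; inactive = mean below the limit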;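 note: luciferase carries N-glycosylation sites so blocking glycosylation raises the light; 0% = median of neutral control wells and 100% = median of 100 nM tunicamycin wells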
SRC2 inh: human SRC2 (NCOA2) inhibition; Q15596; HEK293 GAL4-SRC2 luciferase reporter, luminescence; inhibition, % at 9 µM; actives 0.17% (n = 370,000); AID 651957;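 active = inhibition above the mean inhibition of all tested compounds plus 3 SD, set per campaign, cut at about 52% in these data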;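 note: 0% = DMSO treated cells and 100% = cells given Gossypol at 36 µM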
MC4R antag cAMP: antagonists of human melanocortin 4 receptor (MC4R) | MC4R-expressing cells, MTII-stimulated cAMP, LANCE TR-FRET | inhibition, % at 6.5 µM | actives 0.48% (n = 360,000);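 active = inhibition above its plate's cutoff, the mean of tested wells on that plate plus 3 SD, cut at about 29% in these data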;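 note: 0% = Melanotan II alone and 100% = Melanotan II plus saturating MCL0020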
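System: U2OS cells stably expressing human melanocortin 4 receptor (MC4R). Reagent: Melanotan II challenge after compound preincubation. Doses: 6.5 µM. Times: 30-min compound, 1-h challenge, 1-h detection, room temperature. Measured by: TR-FRET with Eu-cAMP and labeled anti-cAMP, 671 nm. Replicates: singlicate.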
Cardio protect: protects H9c2 cardiomyocytes from peroxide injury | H2O2 injury protection, ATPLite, 2 h | AID 588492 | protection from H2O2 cell death, % at 20 µM | actives 0.63% (n = 360,000);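 active = compounds giving at least 50% protection of heart cells from peroxide-induced death in the single-dose screen, raw or plate-pattern-corrected value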;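 note: 0% = DMSO wells with peroxide and 100% = DMSO wells without peroxide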
ABHD5-PLIN5 inh: blocks binding of human ABHD5 to perilipin-5. Q00G26+Q8WTS1. Split G. princeps luciferase complementation, luminescence, 4 h. inhibition, % at 4 µM. actives 0.78% (n = 360,000). AID 602281;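 active = inhibition above the mean inhibition across every tested compound plus 3 SD, cut at about 22% in these data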;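 note: 0% = DMSO only wells and the 100% control is not disclosed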
The depositor's hits bear a star. These rows are one share of the data. The share of hits here may be higher or lower than overall.

Results for Cc1ccc(CNC(=O)c2cc(-c3ccccc3)nn2CC2CC(c3cccnc3)=NO2)cc1 (stereo not given) ?
ABCB6 inh 2: 98; TLR9-MyD88 inh: 7; MC4R barr agon: -0.7; m5-HT2A agonist: 4; NOD2 RIPK2 PPI: -3; N-glyco inh: -3; SRC2 inh: -5; MC4R antag cAMP: 5; Cardio protect: -1; ABHD5-PLIN5 inh: 11

What do the screens show for `CCCCN(C)CCNC(=O)C(=O)c1c(C)[nH]c2ccccc12`?
ABCB6 inh 2: 101; TLR9-MyD88 inh: -3; MC4R barr agon: -1.4; m5-HT2A agonist: -2; NOD2 RIPK2 PPI: -7; N-glyco inh: -2; SRC2 inh: 10; MC4R antag cAMP: -1; Cardio protect: 9; ABHD5-PLIN5 inh: -1

Results for Cc1ccc(/C(N)=N/OC(=O)c2ccc(F)cc2)cc1 ?
ABCB6 inh 2: 99; TLR9-MyD88 inh: 2; MC4R barr agon: -0.1; m5-HT2A agonist: 0; NOD2 RIPK2 PPI: 8; N-glyco inh: -9; SRC2 inh: -40; MC4R antag cAMP: 6; Cardio protect: -16; ABHD5-PLIN5 inh: -9

Results for CC(=O)Nc1cccc(Oc2cnc3ccccc3n2)c1 ?
ABCB6 inh 2: 97; TLR9-MyD88 inh: 8; MC4R barr agon: -3.0; m5-HT2A agonist: -1; NOD2 RIPK2 PPI: 3; N-glyco inh: -1; SRC2 inh: -22; MC4R antag cAMP: 5; Cardio protect: 3; ABHD5-PLIN5 inh: -1

Results for Cc1ccc(NC(=O)CN2C(=O)N/C(=C/c3ccc(C)o3)C2=O)cc1 ?
ABCB6 inh 2: 105; TLR9-MyD88 inh: 7; MC4R barr agon: 0.3; m5-HT2A agonist: 2; NOD2 RIPK2 PPI: -3; N-glyco inh: 3; SRC2 inh: -5; MC4R antag cAMP: 5; Cardio protect: -8; ABHD5-PLIN5 inh: 42*

How did O=C(COC(=O)CCS(=O)(=O)c1ccccc1)Nc1ccc(N2CCCCC2)cc1 do in these assays?
ABCB6 inh 2: 100; TLR9-MyD88 inh: 1; MC4R barr agon: 0.6; m5-HT2A agonist: 5; NOD2 RIPK2 PPI: -12; N-glyco inh: 3; SRC2 inh: -19; MC4R antag cAMP: 23; Cardio protect: -3; ABHD5-PLIN5 inh: -2

How did CCCn1c(C(C)Nc2nc(-c3ccc(OC)cc3)cs2)nc2ccccc21 (stereo not given) do in these assays?
ABCB6 inh 2: 100; TLR9-MyD88 inh: -4; MC4R barr agon: -1.6; m5-HT2A agonist: -7; NOD2 RIPK2 PPI: -3; N-glyco inh: -1; SRC2 inh: -30; MC4R antag cAMP: 10; Cardio protect: -1; ABHD5-PLIN5 inh: -2

What do the screens show for `COc1ncc(-c2c(-c3ccccc3OC)sc3ccccc23)cn1`?
ABCB6 inh 2: 95; m5-HT2A agonist: -3; NOD2 RIPK2 PPI: -8; SRC2 inh: 6; ABHD5-PLIN5 inh: 7

What do the screens show for `CC(=O)c1cccc(S(=O)(=O)NCC(c2ccco2)N2CCCCC2)c1` (stereo not given)?
ABCB6 inh 2: 94; TLR9-MyD88 inh: -9; MC4R barr agon: -0.5; m5-HT2A agonist: -1; NOD2 RIPK2 PPI: -3; N-glyco inh: 3; SRC2 inh: -13; MC4R antag cAMP: -1; Cardio protect: 3; ABHD5-PLIN5 inh: 2

How did CN1C(=O)CC(N2CCN(CC(=O)N3CCCC3)CC2)C1=O (stereo not given) do in these assays?
ABCB6 inh 2: 94; TLR9-MyD88 inh: 2; MC4R barr agon: -1.3; m5-HT2A agonist: 3; NOD2 RIPK2 PPI: -2; N-glyco inh: 2; SRC2 inh: -42; MC4R antag cAMP: -4; Cardio protect: 0; ABHD5-PLIN5 inh: -1

What do the screens show for `O=C(C1CCCCC1)N1CCN(S(=O)(=O)c2ccc(Cl)cc2)CC1`?
ABCB6 inh 2: 100; TLR9-MyD88 inh: -21; MC4R barr agon: -0.4; m5-HT2A agonist: 1; NOD2 RIPK2 PPI: -7; N-glyco inh: 0; SRC2 inh: 15; MC4R antag cAMP: 6; Cardio protect: 2; ABHD5-PLIN5 inh: -3

Results for O=C(COC(=O)CNC(=O)c1ccccc1)Nc1nnc(-c2ccccc2)o1 ?
ABCB6 inh 2: 100; TLR9-MyD88 inh: 0; MC4R barr agon: 0.3; m5-HT2A agonist: 0; NOD2 RIPK2 PPI: 1; N-glyco inh: 3; SRC2 inh: -7; MC4R antag cAMP: 6; Cardio protect: -4; ABHD5-PLIN5 inh: 16

What do the screens show for `CC(=O)NS(=O)(=O)c1ccc(NC(=S)NC(=O)COc2ccccc2C)cc1`?
ABCB6 inh 2: 101; TLR9-MyD88 inh: -1; MC4R barr agon: 1.3; m5-HT2A agonist: 6; NOD2 RIPK2 PPI: -12; N-glyco inh: 1; SRC2 inh: -6; MC4R antag cAMP: -5; Cardio protect: 9; ABHD5-PLIN5 inh: -4

How did COc1ccc(C#Cc2cnc3c(c2)C(=O)N([C@@H](C)CO)C[C@@H](C)[C@@H](CN(C)CC2CCOCC2)O3)cc1 do in these assays?
ABCB6 inh 2: 90; TLR9-MyD88 inh: -1; MC4R barr agon: -2.1; m5-HT2A agonist: -10; NOD2 RIPK2 PPI: 3; N-glyco inh: -2; SRC2 inh: -4; MC4R antag cAMP: 2; Cardio protect: 17; ABHD5-PLIN5 inh: -8

Results for CCN1CCc2c(sc(NC(=O)Cc3ccccc3)c2C(N)=O)C1 ?
ABCB6 inh 2: inconclusive; TLR9-MyD88 inh: 2; MC4R barr agon: -0.4; m5-HT2A agonist: -5; NOD2 RIPK2 PPI: -2; N-glyco inh: 0; SRC2 inh: -6; MC4R antag cAMP: -6; Cardio protect: 8; ABHD5-PLIN5 inh: -4

What do the screens show for `CCOc1ccc(N2C(=O)CN(c3cccc4ccccc34)C2=S)cc1`?
ABCB6 inh 2: 96; TLR9-MyD88 inh: 8; MC4R barr agon: -1.0; m5-HT2A agonist: -2; NOD2 RIPK2 PPI: -7; N-glyco inh: -1; SRC2 inh: 6; MC4R antag cAMP: 9; Cardio protect: -10; ABHD5-PLIN5 inh: -5

How did Cc1ccccc1Nc1nc(N)nc(COC(=O)c2cccc(S(=O)(=O)N(C)C)c2)n1 do in these assays?
ABCB6 inh 2: 98; TLR9-MyD88 inh: -16; MC4R barr agon: -1.7; m5-HT2A agonist: -2; NOD2 RIPK2 PPI: -5; N-glyco inh: 3; SRC2 inh: -1; MC4R antag cAMP: -18; Cardio protect: 6; ABHD5-PLIN5 inh: 5

Results for CCCCn1c(N)c(N(CCOC)C(=O)CSc2ccccc2C)c(=O)[nH]c1=O ?
ABCB6 inh 2: 101; TLR9-MyD88 inh: 3; MC4R barr agon: -3.8; m5-HT2A agonist: 10; NOD2 RIPK2 PPI: -4; N-glyco inh: 0; SRC2 inh: 11; MC4R antag cAMP: 0; Cardio protect: 0; ABHD5-PLIN5 inh: 1

How did CCn1c(=O)c2sccc2n(CC(=O)NC2CCCC2)c1=O do in these assays?
ABCB6 inh 2: 169; TLR9-MyD88 inh: 7; MC4R barr agon: 1.0; m5-HT2A agonist: 6; NOD2 RIPK2 PPI: -16; N-glyco inh: 3; SRC2 inh: -16; MC4R antag cAMP: 10; Cardio protect: -2; ABHD5-PLIN5 inh: -5

Results for CCN(CC)S(=O)(=O)c1ccc2c(c1)N(CC(=O)Nc1cccnc1Cl)C(=O)CO2 ?
ABCB6 inh 2: 99; TLR9-MyD88 inh: 8; MC4R barr agon: -2.1; m5-HT2A agonist: 3; NOD2 RIPK2 PPI: 6; N-glyco inh: 2; SRC2 inh: 10; MC4R antag cAMP: 11; Cardio protect: 2; ABHD5-PLIN5 inh: -6

How did CCC[C@@H]1CCCC/C=C\CCCC(=O)OCCN1C(=O)OC(C)(C)C do in these assays?
ABCB6 inh 2: 100; TLR9-MyD88 inh: -9; MC4R barr agon: 3.8; m5-HT2A agonist: 3; NOD2 RIPK2 PPI: 6; N-glyco inh: 0; SRC2 inh: -11; MC4R antag cAMP: -3; Cardio protect: -1; ABHD5-PLIN5 inh: -5

How did O=C(O)C1CCCCC1C(=O)NCCc1cccc(Cl)c1 (stereo not given) do in these assays?
ABCB6 inh 2: 90; TLR9-MyD88 inh: 10; MC4R barr agon: -0.5; m5-HT2A agonist: 35*; NOD2 RIPK2 PPI: 0; N-glyco inh: 2; SRC2 inh: -11; MC4R antag cAMP: 4; Cardio protect: -1; ABHD5-PLIN5 inh: 4

What do the screens show for `Cc1nn(-c2ccc([N+](=O)[O-])cc2)c2c1C(c1cccc(Br)c1)N1C(=N2)C(=O)Nc2ccccc21` (stereo not given)?
ABCB6 inh 2: 97; TLR9-MyD88 inh: -4; MC4R barr agon: -0.1; m5-HT2A agonist: 0; NOD2 RIPK2 PPI: -5; N-glyco inh: -3; SRC2 inh: 6; MC4R antag cAMP: 21; Cardio protect: 56*; ABHD5-PLIN5 inh: -3

What do the screens show for `COc1cccc(NS(=O)(=O)c2ccc3c(c2)CCCN3C(C)=O)c1`?
ABCB6 inh 2: 94; TLR9-MyD88 inh: -8; MC4R barr agon: -0.2; m5-HT2A agonist: 1; NOD2 RIPK2 PPI: -14; N-glyco inh: 1; SRC2 inh: 12; MC4R antag cAMP: 1; Cardio protect: -9; ABHD5-PLIN5 inh: 3

How did O=C1CN(C(=O)COC(=O)c2ccc(Cl)c(S(=O)(=O)N3CCCCC3)c2)c2ccccc2N1 do in these assays?
ABCB6 inh 2: 98; TLR9-MyD88 inh: 6; MC4R barr agon: -3.9; m5-HT2A agonist: -6; NOD2 RIPK2 PPI: 2; N-glyco inh: 5; SRC2 inh: 13; MC4R antag cAMP: -1; Cardio protect: 0; ABHD5-PLIN5 inh: -7

How did O=C(NCCc1nc2ccccc2[nH]1)/C(=C/c1ccco1)NC(=O)c1ccc(Br)o1 do in these assays?
ABCB6 inh 2: 93; TLR9-MyD88 inh: -2; MC4R barr agon: -1.1; m5-HT2A agonist: -3; NOD2 RIPK2 PPI: 1; N-glyco inh: -2; SRC2 inh: 11; MC4R antag cAMP: 13; Cardio protect: 14; ABHD5-PLIN5 inh: 2

Results for CCOc1cc(N2CCOCC2)c(OCC)cc1NC(=O)Cc1ccc(OC)c(OC)c1 ?
ABCB6 inh 2: 95; TLR9-MyD88 inh: -13; MC4R barr agon: 1.6; m5-HT2A agonist: -4; NOD2 RIPK2 PPI: -5; N-glyco inh: 7; SRC2 inh: -1; MC4R antag cAMP: 0; Cardio protect: 1; ABHD5-PLIN5 inh: -8
